pPAFAH inh – inhibitors of human plasma PAF acetylhydrolase (pPAFAH); 330,000 compounds, 1.5% hits; recombinant pPAFAH, FP-rhodamine probe fluorescence polarization; inhibition, % at 3.39 µM;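 active = inhibition above the mean inhibition across the screen plus 3 SD, cut at about 25% in these data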;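 note: inhibitors block binding of the rhodamine activity-based probe so polarization drops; 0% = enzyme with DMSO and 100% = wells lacking pPAFAH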
Target sequence (Q13093 whole entry, looked up): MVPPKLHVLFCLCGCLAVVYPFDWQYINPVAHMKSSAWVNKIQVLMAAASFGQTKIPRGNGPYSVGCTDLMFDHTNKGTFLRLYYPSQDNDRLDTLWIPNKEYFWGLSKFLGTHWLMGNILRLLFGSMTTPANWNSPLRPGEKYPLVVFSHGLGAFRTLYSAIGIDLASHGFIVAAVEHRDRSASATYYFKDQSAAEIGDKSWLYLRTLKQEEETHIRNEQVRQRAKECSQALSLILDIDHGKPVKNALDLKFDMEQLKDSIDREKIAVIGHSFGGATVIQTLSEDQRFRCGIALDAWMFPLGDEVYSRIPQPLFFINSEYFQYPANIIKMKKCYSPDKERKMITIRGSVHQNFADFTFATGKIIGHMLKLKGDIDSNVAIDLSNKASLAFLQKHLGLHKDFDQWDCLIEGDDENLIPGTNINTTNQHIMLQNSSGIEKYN
PREPL inhibitor – inhibits the human prolyl oligopeptidase-like enzyme; AID 2751; inhibition, % at 5.96 µM; 320,000 compounds, 0.68% hits; Q4J6C6; recombinant PREPL, fluorescence polarization activity-based probe; in the data active = inhibition above about 43%;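 note: 0% = enzyme with DMSO and 100% = wells lacking enzyme; many of its hits are not listed in these tables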
PAFAH1B3 FP inh – blocks human PAF acetylhydrolase 1B catalytic subunit 3; Q15102; recombinant PAFAH1B3, FP-rhodamine probe, fluorescence polarization; inhibition, % at 3.39 µM; 340,000 compounds, 0.28% hits;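 active = inhibition above the screen-wide average of all tested compounds plus 3 SD, cut at about 25% in these data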;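 note: 0% = enzyme with DMSO only and 100% = wells lacking PAFAH1B3 protein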
EBNA-1 inh – blocks EBNA-1 binding to DNA; EBNA-1 DNA binding, fluorescence polarization; inhibition, % at 14.8 µM; 300,000 compounds, 0.34% hits; in the data active = inhibition above about 28%
LYPLA1 counter – counter-screen for PME1 inhibitors: inhibitors of human LYPLA1 | O75608 | recombinant LYPLA1, FP-Rh probe fluorescence polarization | inhibition, % at 5.9 µM | 320,000 compounds, 0.16% hits;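 active = inhibition above the mean of all tested compounds plus 3 SD, set per campaign, cut at about 14% in these data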;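 note: inhibitors block serine hydrolase probe labeling of LYPLA1 so polarization falls; 0% = enzyme with DMSO and 100% = wells lacking LYPLA1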
PAFAH1B2 inh – blocks human PAF acetylhydrolase 1b catalytic subunit 2; recombinant PAFAH1B2, FP-rhodamine activity probe, fluorescence polarization; 340,000 compounds, 1.2% hits; inhibition, % at 3.39 µM; AID 492953; P68402;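 active = inhibition above the mean of all tested compounds plus 3 SD, cut at about 24% in these data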;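 note: 0% = enzyme with DMSO and 100% = wells lacking PAFAH1B2; many of its hits are not listed in these tables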
Target sequence (P68402 whole entry, looked up): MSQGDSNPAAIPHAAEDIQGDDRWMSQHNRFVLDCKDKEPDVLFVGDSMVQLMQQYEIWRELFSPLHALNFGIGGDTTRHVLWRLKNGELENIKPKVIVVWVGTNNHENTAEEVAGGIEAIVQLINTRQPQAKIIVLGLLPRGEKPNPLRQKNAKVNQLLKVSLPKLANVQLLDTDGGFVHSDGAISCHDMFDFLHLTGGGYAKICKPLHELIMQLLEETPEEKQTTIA
ZTA counter – ZTA (EBV) inhibition in EBNA-1 counter-screen. P03206. ZTA-DNA binding, fluorescence polarization. inhibition, % at 11 µM. 320,000 compounds, 0.15% hits. AID 2234; in the data active = inhibition above about 33%
PAFAH2 FP inh – inhibitors of human PAFAH2; inhibition, % at 3.39 µM; 340,000 compounds, 0.99% hits; Q99487; recombinant PAFAH2, FP-rhodamine activity probe, fluorescence polarization; AID 492956;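 active = inhibition above the mean over all tested compounds plus 3 SD, cut at about 30% in these data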;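 note: inhibitors block probe labeling of enzyme so polarization drops; 0% = enzyme with DMSO and 100% = wells lacking PAFAH2 protein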
LYPLA2 counter – counter-screen for PME1 inhibitors: inhibitors of human LYPLA2. O95372. recombinant LYPLA2, FP-Rh probe fluorescence polarization. inhibition, % at 5.9 µM. 320,000 compounds, 0.38% hits. AID 2177;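 active = inhibition above the screen-wide mean plus 3 SD, limit set per campaign, cut at about 26% in these data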;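 note: 0% = LYPLA2 with DMSO and 100% = wells lacking LYPLA2 enzyme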
* = called active by the depositor; nt = not tested or not shown. Not all compounds are listed, so the mix of outcomes need not match the whole.

Every second line gives: pPAFAH inh, PREPL inhibitor, PAFAH1B3 FP inh, EBNA-1 inh, LYPLA1 counter, PAFAH1B2 inh, ZTA counter, PAFAH2 FP inh, LYPLA2 counter
- Cc1nc2ccsc2c(=O)n1-c1ccccc1Cl
    5, -12, 7, -7, -1, 9, 4, 6, 1
- COc1cccc2cc(-c3cc(=O)oc4ccc(OC(=O)N(C)C)cc34)oc12
    3, -4, 6, -12, 3, -3, 2, -9, 2
- CCOc1cc(C=C2C(=O)NC(=O)NC2=O)ccc1OCC(=O)N1CCOCC1
    0, 9, 8, -1, 3, -4, -13, -2, 6
- Cc1cc(C)cc(N2C(=O)NC(=O)/C(=C\c3cccn3-c3ccccc3)C2=O)c1
    5, -6, -5, 8, 1, 18, -1, 46*, -4
- Cc1cccc(OP(N)(=O)Oc2cccc(C)c2C)c1C
    4, 0, 5, -1, -3, 2, 16, 4, -3
- COC(=O)C1=C(c2ccccc2)C[C@@H]2CC[C@H]1N2C(=O)N1CCCC1
    8, 1, 9, -3, 4, -5, -17, -1, 3
- CN1C(=O)C(=Cc2ccccc2Oc2ccc(Cl)cc2)C(=O)N(C)C1=O
    7, -12, 9, -4, 2, -2, -5, 3, 12
- O=C(NCNC(=O)NC1C(=O)NC(=O)N1CO)NC1C(=O)NC(=O)N1CO (stereo not given)
    1, 8, -8, -6, 2, 0, -8, -4, 10
- O=C1NCN(c2ccccc2)C12CCNCC2
    8, 9, -5, 9, 1, 0, 4, 8, 1
- NCCc1ccc(O)cc1
    4, -2, 6, 5, -4, -2, -11, 6, -4
- Cc1ccc(-n2c(C)nc3ccccc3c2=O)cc1C
    4, -4, 8, 6, -1, -1, 8, -4, -5
- COc1ccc2[nH]c(C)c(CCNCc3cccnc3)c2c1
    1, 17, 3, nt, 2, 4, 7, 7, 7
- COCCNC(=O)Cn1cc(C(=O)c2ccccc2F)c2ccccc21
    5, 2, -3, -12, 4, -2, -14, 1, 4
- COc1cc2c(C(=O)O)c(C)n(C)c2cc1Br
    5, -4, 2, 4, 3, 3, 2, 2, -5
- Fc1ccccc1CNCCc1c[nH]c2ccccc12
    7, -9, 5, -3, -3, 5, -3, 0, 3
- CC1(C)CN=C(Nc2ccc(F)c(Cl)c2)S1
    7, 7, 1, -1, 0, 5, -12, -4, 5
- CC(=NCc1cccnc1)c1c(O)n(-c2ccc(Cl)cc2)c(=O)[nH]c1=O
    -2, 3, 12, 11, 2, 1, -11, -2, 5
- Cc1cc(C=C2C(=O)NC(=O)NC2=O)c(C)n1-c1ccncc1
    4, 3, 13, 10, 1, 7, 4, 8, 4
- Cc1ccc2c(c1)C1CN(C)CCC1N2C(=O)/C=C/c1ccc2c(c1)OCO2 (stereo not given)
    1, -16, 0, -9, 3, 1, 19, 3, 7
- C=CCn1c(O)c(C(CC)=Nc2cccc(C(F)(F)F)c2)c(=O)[nH]c1=O
    3, 6, 1, 3, 5, 2, -5, -6, 6

The list continues:
Short forms: A = pPAFAH inh; B = PREPL inhibitor; C = PAFAH1B3 FP inh; D = EBNA-1 inh; E = LYPLA1 counter; F = PAFAH1B2 inh; G = ZTA counter; H = PAFAH2 FP inh; I = LYPLA2 counter
C[C@@]1([C@@H](NP(=O)(c2ccccc2)c2ccccc2)c2ccccc2)C[C@H]1CCO
  A = 1 | B = 42 | C = -5 | D = -10 | E = -1 | F = 6 | G = -3 | H = -5 | I = -6
CCCN1CC(C)C(OC(C)=O)(c2ccccc2)CC1C (stereo not given)
  A = 5 | B = -2 | C = 1 | D = -6 | E = 3 | F = 1 | G = -7 | H = 2 | I = 2
COc1ccc(CCn2c(O)c(C=Nc3ccc(F)cc3)c(=O)[nH]c2=O)cc1OC
  A = -5 | B = -13 | C = nt | D = -2 | E = -1 | F = nt | G = -15 | H = nt | I = -1
COC(=O)C1=C(c2cccc(OC)c2OC)C[C@@H]2CC[C@H]1N2C(=O)N1CCC(C)CC1
  A = 1 | B = -6 | C = -5 | D = 4 | E = -3 | F = -8 | G = -12 | H = 2 | I = -5
N=C1c2ccccc2CN1c1ncccn1
  A = 4 | B = 18 | C = 5 | D = -13 | E = -1 | F = -11 | G = -21 | H = -3 | I = -5
CC(=NCCN1CCCCC1)c1c(O)n(Cc2ccccc2)c(=O)[nH]c1=O
  A = 0 | B = 10 | C = 4 | D = 5 | E = 0 | F = 6 | G = -9 | H = -3 | I = 10
Cc1ccc(N2C(=O)NC(=O)/C(=C\c3ccoc3)C2=O)cc1
  A = 9 | B = -9 | C = 6 | D = 0 | E = 1 | F = -4 | G = 5 | H = 3 | I = -5
Cc1ccc(C2SCC(=O)Nc3c2c(=O)[nH]n3C2CCOC(C)(C)C2)cc1 (stereo not given)
  A = 1 | B = 9 | C = 8 | D = 9 | E = 1 | F = 0 | G = -2 | H = -6 | I = -3

13 structures from above, arranged by length of the SMILES, low to high.
Short forms: A = pPAFAH inh; B = PREPL inhibitor; C = PAFAH1B3 FP inh; D = EBNA-1 inh; E = LYPLA1 counter; F = PAFAH1B2 inh; G = ZTA counter; H = PAFAH2 FP inh; I = LYPLA2 counter
N=C1c2ccccc2CN1c1ncccn1
  A = 4 | B = 18 | C = 5 | D = -13 | E = -1 | F = -11 | G = -21 | H = -3 | I = -5
Fc1ccccc1CNCCc1c[nH]c2ccccc12
  A = 7 | B = -9 | C = 5 | D = -3 | E = -3 | F = 5 | G = -3 | H = 0 | I = 3
CC1(C)CN=C(Nc2ccc(F)c(Cl)c2)S1
  A = 7 | B = 7 | C = 1 | D = -1 | E = 0 | F = 5 | G = -12 | H = -4 | I = 5
COc1cc2c(C(=O)O)c(C)n(C)c2cc1Br
  A = 5 | B = -4 | C = 2 | D = 4 | E = 3 | F = 3 | G = 2 | H = 2 | I = -5
CCCN1CC(C)C(OC(C)=O)(c2ccccc2)CC1C (stereo not given)
  A = 5 | B = -2 | C = 1 | D = -6 | E = 3 | F = 1 | G = -7 | H = 2 | I = 2
COCCNC(=O)Cn1cc(C(=O)c2ccccc2F)c2ccccc21
  A = 5 | B = 2 | C = -3 | D = -12 | E = 4 | F = -2 | G = -14 | H = 1 | I = 4
Cc1ccc(N2C(=O)NC(=O)/C(=C\c3ccoc3)C2=O)cc1
  A = 9 | B = -9 | C = 6 | D = 0 | E = 1 | F = -4 | G = 5 | H = 3 | I = -5
CC(=NCCN1CCCCC1)c1c(O)n(Cc2ccccc2)c(=O)[nH]c1=O
  A = 0 | B = 10 | C = 4 | D = 5 | E = 0 | F = 6 | G = -9 | H = -3 | I = 10
CC(=NCc1cccnc1)c1c(O)n(-c2ccc(Cl)cc2)c(=O)[nH]c1=O
  A = -2 | B = 3 | C = 12 | D = 11 | E = 2 | F = 1 | G = -11 | H = -2 | I = 5
C=CCn1c(O)c(C(CC)=Nc2cccc(C(F)(F)F)c2)c(=O)[nH]c1=O
  A = 3 | B = 6 | C = 1 | D = 3 | E = 5 | F = 2 | G = -5 | H = -6 | I = 6
COc1ccc(CCn2c(O)c(C=Nc3ccc(F)cc3)c(=O)[nH]c2=O)cc1OC
  A = -5 | B = -13 | C = nt | D = -2 | E = -1 | F = nt | G = -15 | H = nt | I = -1
C[C@@]1([C@@H](NP(=O)(c2ccccc2)c2ccccc2)c2ccccc2)C[C@H]1CCO
  A = 1 | B = 42 | C = -5 | D = -10 | E = -1 | F = 6 | G = -3 | H = -5 | I = -6
COC(=O)C1=C(c2cccc(OC)c2OC)C[C@@H]2CC[C@H]1N2C(=O)N1CCC(C)CC1
  A = 1 | B = -6 | C = -5 | D = 4 | E = -3 | F = -8 | G = -12 | H = 2 | I = -5

Screens from PubChem.
